Assay outcomes: PubChem, National Center for Advancing Translational Sciences (NCATS)
AmpC inh det: inhibitors of E. coli AmpC beta-lactamase with detergent | P00811 | purified AmpC, nitrocefin hydrolysis with detergent | Potency, µM (series often up to 28.7 µM), inactives show top-dose activity change, negative = inhibition | actives 0.09% (n = 71,000); active = well fitted curve in the direction sought with a large enough effect
Target sequence (P00811 whole entry, looked up): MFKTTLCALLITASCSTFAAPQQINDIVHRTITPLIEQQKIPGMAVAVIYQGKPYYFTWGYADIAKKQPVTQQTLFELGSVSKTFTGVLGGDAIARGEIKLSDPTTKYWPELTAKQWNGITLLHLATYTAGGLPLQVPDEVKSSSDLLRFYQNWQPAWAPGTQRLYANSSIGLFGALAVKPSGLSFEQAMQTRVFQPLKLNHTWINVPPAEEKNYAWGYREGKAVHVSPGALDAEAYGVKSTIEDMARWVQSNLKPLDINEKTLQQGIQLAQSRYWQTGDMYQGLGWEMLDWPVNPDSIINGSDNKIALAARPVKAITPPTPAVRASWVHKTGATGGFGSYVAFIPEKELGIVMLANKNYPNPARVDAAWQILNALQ
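E. coli AmpC (5.3 nM) in 20 mM phosphate pH 7.0 with 0.01% Triton X-100, preincubated 15 min RT with compound; nitrocefin (2 uL of 800 uM stock) hydrolysis followed by 480 nm absorbance every 20 s over 4 min.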
* marks the source's active call; other numbers are inactive results; & = joins results of further samples. % is set by controls: 0 for no effect and ±100 for the full control effect; potency is the fitted concentration of half-maximal effect. Not all compounds are listed; rates above refer to the full screens.

SMILES,AmpC inh det
O=S(=O)(NCCc1cn2ccccc2n1)c1cccs1,8.4%
Cn1cc(-c2nc3cnc(Oc4ccccc4)nc3n(C)c2=O)c2ccccc21,6.6%
Cc1cc2oc(C(=O)N(Cc3ccco3)C3CCS(=O)(=O)C3)cc(=O)c2cc1Cl (stereo unspecified),-1.6%
COc1cccc(N2CCN(C(=O)c3ccc(N4C(=O)NC5CC4(C)Oc4ccccc45)cc3)CC2)c1 (stereo unspecified),1.3%
NC(=O)c1ccc(-n2nnnc2SCc2ccccc2)cc1,-2.5%
COC(=O)C1=C(CSc2nncn2C)NC(=O)NC1c1cc(C)ccc1C (stereo unspecified),-0.2%
CCC(C)OC(=O)c1[nH]c2c(c1C)C(=O)CC(c1ccc(N(C)C)cc1)C2 (stereo unspecified),6.5%
C[C@H](CCC(=O)O)[C@H]1CC[C@H]2[C@@H]3[C@H](O)C[C@@H]4C[C@H](O)CC[C@]4(C)[C@H]3C[C@H](O)[C@]12C,10.2%
COCCNS(=O)(=O)c1cccc2cccnc12,8.6%
CCC(c1nnnn1C1CCCCC1)N1CCN(C2CCCC2)CC1 (stereo unspecified),2.7%
CCN(CC)S(=O)(=O)C1CCS(=O)(=O)C1 (stereo unspecified),1.4%
Cn1c(C(C#N)/C(=N\S(=O)(=O)c2cccs2)c2ccccc2)nc2ccccc21 (stereo unspecified),-6.7%
COc1ccc(S(=O)(=O)N2CCC(C(=O)Nc3nnc(CCN4CCCCC4)s3)CC2)cc1,9.7%
O=C(NCc1ccc2c(c1)OCO2)c1cc2c(s1)CSC2,5.5%
Cn1c(=O)n(-c2ccccc2)c(=O)c2c3c(sc21)COC(C)(C)C3,4.7%
COc1cc(C(=O)NCCc2nc3ccccc3n2C)cc(OC)c1OC,-6.1%
CC(C)[C@@H](CC(=O)N[C@@H]1CCCC[C@H]1C(=O)N[C@H](CC(=O)N[C@@H](CCC(=O)O)CC(=O)O)Cc1c[nH]c2ccccc12)NC(=O)C[C@H](Cc1ccccc1)NC(=O)[C@@H]1CNCC[C@H]1N,-5.0%
O=C(NC(Cc1ccccc1)C(=O)N1CCN(c2ccccn2)CC1)c1ccco1 (stereo unspecified),-1.0%
Nc1nc(COc2ccc3ccccc3c2)cs1,-2.9%
Cc1cc(C)n2c(SCC(=O)Nc3cc(C)on3)nnc2n1,-0.2%
CC(C)NS(=O)(=O)c1ccc(OCC(=O)Nc2ccc3c(c2)OCO3)c(Cl)c1,-1.7%
Cc1cnc(CNc2cc(-c3ccc(N(C)C)cc3)ncn2)cn1,5.0%
CCOC(=O)c1c(N)sc2c(O)c(Br)ccc12,-2.6%
CCOC(=O)CNc1c(-c2ccc(F)cc2)nc2cnccn12,6.0%
Cc1cccc(CNc2nc(-c3cccc(NS(C)(=O)=O)c3)nc3ccccc23)c1,4.5%
Cc1cc(Nc2nc3c(c(=O)n(C)c(=O)n3C)n2C)n(-c2ccc(Cl)cc2)n1,20.5%
Cc1ccc(NC(=O)C2C3C=CC4(CN(Cc5cccnc5)C(=O)C24)O3)cc1 (stereo unspecified),4.9%
COc1cccc(Nc2ncc3nc(-c4ccccc4)c(=O)n(Cc4cccs4)c3n2)c1,-1.4%
c1ccc(N2CCN(c3nc4ccccc4n4nnnc34)CC2)cc1,-3.0%
CCOc1ccc(C(=O)NCC2CCCO2)cc1 (stereo unspecified),-7.5%
O=C(CSc1nc(O)c(C2CCCCC2)c(=O)[nH]1)NCC1CCCO1 (stereo unspecified),6.4%
CCNC(=O)CC1C(=O)N(c2ccc(OC)cc2)C(=O)N1Cc1ccc(OC)cc1 (stereo unspecified),-2.7%
Cc1nnc(NC(=O)CSc2nnc(CCc3nc4ccccc4[nH]3)n2C)s1,3.6%
COc1ccc(NC(=O)C2c3cc(OC)c(OC)cc3C(=O)N(C)C2c2cccnc2)cc1OC (stereo unspecified),16.3%
S=C=Nc1cccc(C2(N3CCCCC3)CCCCC2)c1,1.3%&-2.3%
COc1ccc(OC)c(-c2nnc(SCC(=O)N3CCOCC3)o2)c1,0.1%
O=C(CCSc1nc(-c2ccc3c(c2)OCO3)cc(C(F)(F)F)n1)NCc1ccco1,8.9%
Cc1nn(-c2ccccc2)c2sc(C(=O)N(CC(=O)NC3CCCC3)Cc3ccco3)cc12,-0.7%
CCN1C(=O)C(CC(=O)NC2CCCCC2)N(CC)C1=O (stereo unspecified),-0.9%
Cn1c(SCC(=O)c2ccc3c(c2)OCO3)nnc1C1COc2ccccc2O1 (stereo unspecified),16.5%
CCc1ccc(N2CC(C(=O)Nc3nccs3)CC2=O)cc1 (stereo unspecified),-5.7%
Cc1cc(C)nc(/N=C/c2c(O)n(C)c(=O)n(C)c2=O)n1,-3.1%
Cc1csc(NC(=O)Nc2ccc(Cl)cc2)n1,-0.2%
O=C1CCC(=O)N1CNc1cccnc1,6.2%
COc1ccc(-n2nnc3c(=O)n(CC(=O)OCc4ccccc4)cnc32)cc1,10.4%
Cc1ccc(-c2cc(C(=O)NC3=NCCS3)c3cc(Br)ccc3n2)o1,-4.4%
COc1ccc(C(=O)NCc2ccccc2OC)cc1,-4.0%
CN1CCN(c2ncc3ncc(=O)n(-c4ccccc4)c3n2)CC1,5.1%

Carrying on.
| SMILES | AmpC inh det |
| --- | --- |
| CCOC(=O)C1C(=O)C(C(=O)OCC)C(c2cccnc2)NC1c1cccnc1 (stereo unspecified) | -0.2% |
| CCOC(=O)C1C2C=CC3(CN(Cc4cccs4)C(=O)C13)O2 (stereo unspecified) | 3.2% |
| O=Cc1c(Cl)cccc1Cl | 11.3% |
| CSCC[C@H](NC(=O)Nc1cccc(C(F)(F)F)c1)C(=O)O | 0.6% |
| CN(CCOc1ccc(C[C@H](Nc2ccccc2C(=O)c2ccccc2)C(=O)O)cc1)c1ccccn1 | -5.0%&-2.8% |
| CC1=C(/C=C/C(C)=C/C=C/C(C)=C\C=O)C(C)(C)CCC1 | 11.7% |
| COc1ccc(OC)c2sc(NC(=O)C3CC3)nc12 | 10.4% |
| CNC(=O)CN1C(=O)C2C3C=CC(C3)C2C1=O (stereo unspecified) | 10.3% |
| COC(=O)NCc1ccc(S(=O)(=O)N2CCOCC2)cc1 | -5.2% |
| COC(=O)COc1ccc(S(=O)(=O)NC2CCCCCC2)cc1 | -4.8% |
| CCOCCOC(=O)CCSc1n[nH]c(=O)[nH]c1=O | -4.6% |
| Cn1c(NC(=O)c2cccnc2)nc2ccccc21 | 6.4% |
| COc1cccc(C2CC(c3ccccc3Cl)n3nnnc3N2)c1 (stereo unspecified) | -1.9% |
| CC(C)c1nnc(NC(=O)c2ccc(N3C(=O)CCC3=O)cc2)s1 | 11.0% |
| COc1ccc(C2(C(=O)N3CCOCC3)CCOCC2)cc1OC | 0.7% |

Given field by field: entries from further up
CN(CCOc1ccc(C[C@H](Nc2ccccc2C(=O)c2ccccc2)C(=O)O)cc1)c1ccccn1
  AmpC inh det: -5.0%&-2.8%
COc1cccc(C2CC(c3ccccc3Cl)n3nnnc3N2)c1 (stereo unspecified)
  AmpC inh det: -1.9%
COc1ccc(C2(C(=O)N3CCOCC3)CCOCC2)cc1OC
  AmpC inh det: 0.7%
Cn1c(NC(=O)c2cccnc2)nc2ccccc21
  AmpC inh det: 6.4%

Continuation:
| SMILES | AmpC inh det |
| --- | --- |
| CCOC(=O)c1cccc(NC(=O)C2CCCN(S(=O)(=O)c3c(C)n[nH]c3C)C2)c1 (stereo unspecified) | -2.8% |
| N#CCCSc1ccccc1NC(=O)c1ccc(S(=O)(=O)N2CCCC2)cc1 | -4.1% |
| CCOC(=O)N1CCN(C(=O)CNC(=O)Cc2ccc(Cl)cc2)CC1 | 1.3% |
| Cn1cnnc1-c1cccc(NS(=O)(=O)c2ccc(N3CCCC3=O)cc2)c1 | -3.5% |
| Cc1ccccc1Cn1c(CN2CCN(C(=O)c3ccco3)CC2)nc2c1c(=O)n(C)c(=O)n2C | 8.2% |
| CCCSc1nsc(SCCC)c1C(N)=O | 15.7% |
| C=CCc1cc(C)ccc1OCC(O)CN1CCN(c2ccccc2)CC1 (stereo unspecified) | 9.5% |
| COC(=O)c1c(C)[nH]c(C(=O)C(Cc2ccccc2)N(C)C)c1C (stereo unspecified) | -3.3% |
| CCc1nc2ccccc2n1CCC(C)C | -1.5% |
| CCOC(=O)NC(Nc1nnc(C)s1)(C(=O)OCC)C(F)(F)F (stereo unspecified) | -5.2% |
| COc1cc(C(=O)NCCC2=CCCCC2)cc(OC)c1OC | -0.4% |
| Cc1ccc(-c2nnc3n2N=C(c2ccccc2Br)CS3)cc1 | -1.3% |
| CCn1c(SCC(=O)Nc2nc(C)cs2)nnc1-c1cccnc1 | 3.5% |
| COc1ccc(C(C(=O)NC2CCCCC2)N2CCC3(CC2)OCCO3)cc1 (stereo unspecified) | 8.4% |
| COC(=O)c1sc(S(=O)(=O)N2CCC(C)CC2)c(C(=O)OC)c1C | -2.4% |
| Cc1cccc(NC2=NCCCS2)c1C | 11.8% |
| O=C1CC(Cc2ccccc2)C(=O)N1Cc1ccco1 (stereo unspecified) | 0.2% |
| CCCOc1ccc2c3c(c(=O)oc2c1OCCC)CCC3 | -5.7% |
| O=S(=O)(c1ccc(S(=O)(=O)N(Cc2cccs2)CC2CCCO2)cc1)N1CCCCC1 (stereo unspecified) | -6.6% |
| O=C(O)Cn1nc2ccccc2n1 | -2.3% |
| COC(=O)C1=C(C)NC(C)=C(C(=O)OC)C1c1ccccn1 | -4.6% |
| COc1ccc(N2C(=O)CC(Sc3nc(C)c4c(n3)CCCC4)C2=O)cc1 (stereo unspecified) | -0.5% |
| COc1ccc(CCNC2CC(=O)N(CCc3ccc(OC)c(OC)c3)C2=O)cc1OC (stereo unspecified) | -5.3% |
| CN(C)c1nc(-c2cccc(NS(C)(=O)=O)c2)nc2ccccc12 | 10.8% |
| O=C(O)c1cccc(N2C(=O)c3cccnc3C2=O)c1 | -4.8% |
| COc1ccc(CCNC(=O)CSc2nnc(Cc3csc(N)n3)n2C)cc1OC | -4.4% |
| CCOC(=O)CCCNC(=O)CCNC(=O)c1ccc(OCC)cc1 | 6.7% |
| Cc1ccc(Cl)cc1N1CCN(S(=O)(=O)c2ccc3c(c2)oc(=O)n3C)CC1 | -4.5% |
| N#Cc1c(N)nc2c(c1-c1cccnc1)CCCCC2 | -3.2% |
| O=C(O)C1CC(=O)N(c2ccc(F)cc2)C1 (stereo unspecified) | -2.4% |

Overlap with the part before: four entries, followed by the next part.
| SMILES | AmpC inh det |
| --- | --- |
| CCOC(=O)CCCNC(=O)CCNC(=O)c1ccc(OCC)cc1 | 6.7% |
| Cc1ccc(Cl)cc1N1CCN(S(=O)(=O)c2ccc3c(c2)oc(=O)n3C)CC1 | -4.5% |
| N#Cc1c(N)nc2c(c1-c1cccnc1)CCCCC2 | -3.2% |
| O=C(O)C1CC(=O)N(c2ccc(F)cc2)C1 (stereo unspecified) | -2.4% |
| COc1ccc2nc(NC(=O)C3CCCN3S(=O)(=O)c3ccc(C)cc3)sc2c1 (stereo unspecified) | 7.8% |
| CC(=O)N(Cc1cc2ccc(C)c(C)c2n2nnnc12)C1CCCC1 | 6.2% |
| O=C(C1COc2ccccc2O1)N1CCN(Cc2ccc3c(c2)OCO3)CC1 (stereo unspecified) | -1.2% |
| c1ccc(-n2cnc3cc(NCc4ccncc4)ccc32)cc1 | -4.4% |
| Cc1ccccc1CS(=O)(=O)Cc1ccc(C(=O)NCCCN2CCCC2=O)o1 | 0.5% |
| CSc1nnnn1-c1cccc(O)c1 | -2.1% |
| c1ccc(Nc2nc3ccccc3n3cnnc23)cc1 | 5.9% |
| Cc1cc(NC(=O)CSc2ncnc3ccccc23)no1 | 8.3% |
| Cc1cc(C)cc(OCC(O)CN2C(=O)NC(C)(C)C2=O)c1 (stereo unspecified) | 9.2% |
| O=C1CC(N2CCN(C/C=C/c3ccccc3)CC2)C(=O)N1CCc1ccccc1 (stereo unspecified) | 4.8% |
| Cc1cccc(-c2c3c(=O)n(C)c(=O)n(C)c3c3c(C)cc(C)nn23)c1 | 9.1% |
| CCOC(=O)N1CCN(C2CC(=O)N(c3ccccc3)C2=O)CC1 (stereo unspecified) | 7.4% |
| CC(=O)N1CCCc2cc(S(=O)(=O)N(CC(C)C)CC(C)C)ccc21 | -2.2% |
| COC(=O)C1CCN(c2cc(=O)n(-c3ccccc3Cl)c(=O)[nH]2)CC1 | -4.7% |
| CCC1(C(=O)O)NC(c2cc(OC)ccc2O)C2C(=O)N(Cc3ccccc3)C(=O)C21 (stereo unspecified) | 10.0% |
| COc1ccc(N2C(=O)CC(n3c(CCCCO)nc4ccccc43)C2=O)cc1 (stereo unspecified) | -0.7% |
| O=C(Cc1cccs1)N1CCN(c2nc(-c3ccc(Cl)cc3)cs2)CC1 | 12.1% |
| Cc1cccc(C)c1NC(=O)CCCSc1nnc(-c2ccco2)o1 | 18.3% |
| Cc1cc(C)n(CCCNC(=O)c2ccc3c(c2)NC(=O)CS3)n1 | -1.1% |
| CCOC(=O)N1CCC(NC(=O)CCc2c(C)nc3ncnn3c2C)CC1 | -4.3% |
| CCOC(=O)c1ccc(NS(=O)(=O)c2cc(-c3nnnn3C(C)C)ccc2OC)cc1 | -3.8% |
| CCOc1ccc(-c2nnn(CC(=O)N3CCN(c4ccc(OC)cc4)CC3)n2)cc1OCC | -0.3% |
| COc1ccccc1Nc1nc(NCCO)c2ccccc2n1 | 12.3% |
| CCCn1c(=O)c2ccccc2n2c(SCCOc3ccccc3F)nnc12 | -2.5% |
| CCOC(=O)C1=C(C)NC(=O)NC1c1ccc(Br)s1 (stereo unspecified) | 0.3% |
| C=CCn1c(COc2cccc3cccnc23)nnc1SCC(=O)O | -1.7% |
| Cc1cc(C)nc(Nc2nc3ccccc3[nH]2)n1 | -0.9% |
| COC(=O)N1CCC2(CC1)CN(c1ccncc1)C2 | 1.8% |
| Brc1cccc(C2CC(c3ccccc3)n3nnnc3N2)c1 (stereo unspecified) | -2.9% |
| Cc1ccc(C)c(N2CCN(CC(=O)Nc3ccc4[nH]c(=O)[nH]c4c3)CC2)c1 | 10.8% |

Single entries from the entries so far:
`COC(=O)N1CCC2(CC1)CN(c1ccncc1)C2` in AmpC inh det is entered as 1.8%
`CCOC(=O)N1CCC(NC(=O)CCc2c(C)nc3ncnn3c2C)CC1` in AmpC inh det is entered as -4.3%
